Screening results (PubChem)
ASAP1 inh – ASAP1 ArfGAP inhibition | Q9ULH1 | ASAP1-stimulated ARF1 GTP hydrolysis, GDP FP detection | inhibition, % at 16.5 µM | 360,000 compounds, 0.19% hits; in the data active = inhibition above about 25%;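 also: 0% = vehicle with enzyme and substrate and 100% = no enzyme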
PLC-beta3 inh – inhibitors of human phospholipase C beta3; Purified PLC-beta3, fluorogenic substrate, fluorescence; AID 720704; 370,000 compounds, 0.18% hits; inhibition, % at 12.2 µM; Q01970; in the data active = inhibition above about 11%;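 also: 0% = median of compound wells on plate and 100% = full blocker control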
ADAM17 inh – inhibitors of human ADAM17; recombinant ADAM17, EDANS/DABCYL FRET peptide cleavage; inhibition, % at 6.95 µM; 370,000 compounds, 0.83% hits; AID 720648;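 active = inhibition above the mean of compounds lying between control limits plus 3 SD, set per campaign, cut at about 8.5% in these data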;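 also: 0% = DMSO-only wells as the low control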
PLCg1 inh – blocks human PLC-gamma1 enzyme activity; purified PLC-gamma1, fluorogenic substrate, fluorescence; inhibition, % at 12.2 µM; 370,000 compounds, 0.84% hits; AID 720700; in the data active = inhibition above about 9.5%
SIAE inh – blocks human sialic acid acetylesterase; Q9HAT2; AID 1053197; inhibition, % at 9.66 µM; SIAE FP-Rh probe binding, fluorescence polarization; 370,000 compounds, 0.69% hits;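 active = inhibition above a cutoff: mean of compounds within the control limits plus 3 SD of those, cut at about 17% in these data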;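 also: 0% = plate median of compound wells and 100% = probe without SIAE protein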
TDP2 inh – TDP2 (human) inhibition, absorbance primary screen. O95551. recombinant TDP2, T5PNP hydrolysis, p-nitrophenol absorbance 415 nm. inhibition, % at 12.8 µM. 370,000 compounds, 0.34% hits;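 active = inhibition above the mean of all tested compounds plus 3 SD, set per campaign, cut at about 25% in these data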;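 also: 0% = DMSO with enzyme and 100% = buffer with substrate but no TDP2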
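Incubation: 2 h at 37 °C; Test system: recombinant human TDP2; Quantity: enzyme 120 nM; Read-out basis: percent inhibition; Medium: 50 mM Tris-HCl pH 7.5 with Mg2+, KCl, DTT, BSA; Repeats: single replicate; Compound: 12.8 µM single point, 1% DMSO; Signal: epi absorbance; Reagent: 5 mM T5PNP chromogenic substrate; Benchmarks: no-enzyme high, DMSO-plus-enzyme low.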
ADAM10 inh – inhibitors of human ADAM10; recombinant ADAM10, EDANS/DABCYL FRET peptide cleavage, 3 h; inhibition, % at 7 µM; 370,000 compounds, 0.62% hits; AID 720582;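 active = inhibition above a per-campaign cutoff equal to the mean of compounds falling between control-based bounds plus 3 SD, cut at about 20% in these data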;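 also: 0% = DMSO wells while the 100% control is not disclosed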
Target sequence (O14672 214-748 limits assumed): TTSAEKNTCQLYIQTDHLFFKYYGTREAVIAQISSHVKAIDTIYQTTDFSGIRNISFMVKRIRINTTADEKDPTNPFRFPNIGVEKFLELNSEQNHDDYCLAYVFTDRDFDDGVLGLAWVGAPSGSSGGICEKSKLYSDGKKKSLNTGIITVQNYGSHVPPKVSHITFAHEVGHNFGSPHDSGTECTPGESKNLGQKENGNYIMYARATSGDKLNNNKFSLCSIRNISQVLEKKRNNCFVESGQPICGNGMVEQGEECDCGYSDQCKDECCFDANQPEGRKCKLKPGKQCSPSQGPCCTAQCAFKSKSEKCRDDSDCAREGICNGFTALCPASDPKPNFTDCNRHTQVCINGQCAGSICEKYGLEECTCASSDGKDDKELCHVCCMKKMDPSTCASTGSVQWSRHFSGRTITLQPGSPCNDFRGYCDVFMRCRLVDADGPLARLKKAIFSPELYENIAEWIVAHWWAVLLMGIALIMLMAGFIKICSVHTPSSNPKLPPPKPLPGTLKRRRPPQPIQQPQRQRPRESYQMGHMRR
Tn7 DDE FP – inhibitors of Tn7 peptide binding to human fibrin DD(E); P02675; FP displacement of FITC-Tn7 peptide from fibrin DD(E); 0% = median of compound wells per plate; inhibition, % at 8.3 µM; 370,000 compounds, 0.13% hits; AID 720508;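 active = inhibition above the mean of compounds falling within the control limits plus 3 SD of them, cut at about 14% in these data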;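 also: 0% = plate median of compound wells and 100% = 10 µM Aha-Tn7 peptide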
Target sequence (P02675 whole entry, looked up): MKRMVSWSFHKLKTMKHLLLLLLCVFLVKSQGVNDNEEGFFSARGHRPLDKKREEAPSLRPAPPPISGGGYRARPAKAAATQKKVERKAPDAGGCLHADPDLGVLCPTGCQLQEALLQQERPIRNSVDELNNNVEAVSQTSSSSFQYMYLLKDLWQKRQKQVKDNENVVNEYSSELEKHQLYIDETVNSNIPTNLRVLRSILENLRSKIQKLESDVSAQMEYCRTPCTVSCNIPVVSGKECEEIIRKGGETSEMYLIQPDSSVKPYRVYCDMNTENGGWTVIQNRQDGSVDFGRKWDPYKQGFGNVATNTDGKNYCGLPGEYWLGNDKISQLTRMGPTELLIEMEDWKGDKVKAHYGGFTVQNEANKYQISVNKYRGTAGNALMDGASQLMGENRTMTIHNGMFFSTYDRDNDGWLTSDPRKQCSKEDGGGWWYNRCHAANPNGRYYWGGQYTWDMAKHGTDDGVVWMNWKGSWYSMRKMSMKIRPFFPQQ
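Measure: % inhibition scaled between sample-field median and high-control FP; Test system: human fibrin DD(E); Quantity: 2 µM final DD(E) protein; Doses: one dose, 8.3 µM nominal; Schedule: compound with protein 10 min, then 3 h after probe, room temperature; Detection: fluorescence polarization; Medium: Tris buffer with calcium and detergent, pH 7.8.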
DDE Tn6 FP inh – DD(E)-Tn6 binding inhibition, primary FP screen; P02675; Fibrin DD(E) TRITC-Tn6 fluorescence polarization displacement; inhibition, % at 8.3 µM; 370,000 compounds, 0.21% hits; AID 720509;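 active = inhibition above a per-campaign cutoff: mean of compounds within control limits plus 3 SD, cut at about 15% in these data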;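 also: 0% = median of all compound wells on the plate and 100% = blocking peptide control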
ARFGAP1 inh – inhibitors of rat ARFGAP1 | Arfgap1-stimulated ARF1 GTP hydrolysis, GDP FP detection | inhibition, % at 16.5 µM | 360,000 compounds, 0.26% hits | AID 651572;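 active = inhibition above a per-plate limit, mean inhibition of low control wells plus 3 SD, cut at about 25% in these data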;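 also: 0% = DMSO wells with enzyme and 100% = wells lacking Arfgap1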
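Material – truncated rat Arfgap1 GAP domain · Buffer or medium – HEPES-based buffer, pH 7.5 · Reagent – human ARF1(Δ1-17)-GTP substrate · Dosing – 16.5 µM single point, 1.26% DMSO · Schedule – GTP hydrolysis reaction 2 h at 25 °C · Technique – GDP detection by fluorescence polarization · Benchmarks – No-Arfgap1 wells (100%) versus DMSO full-reaction wells (0%) · Repeats – single replicate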
* hit, by the source's call; i = inactive; & = joins results of further samples.

ASAP1 inh	PLC-beta3 inh	ADAM17 inh	PLCg1 inh	SIAE inh	TDP2 inh	ADAM10 inh	Tn7 DDE FP	DDE Tn6 FP inh	ARFGAP1 inh	Molecule
3.4	-0.8	-3.0	-2.4	0.0	-2.0	-14.4	-7.7	-2.9	6.0	Cc1cccc(-c2nnc(C(C)Nc3cccc(C(=O)NC4CC4)c3)o2)c1 (stereo not drawn)
0.5	0.3	-4.3	1.0	-1.8	-7.2	-2.3	2.5	4.8	-1.2	CC(=O)c1cnc2c(-c3ccc(Cl)cc3)c(C)nn2c1C
4.8	-24.5	-3.9	-12.9	-2.1	-1.4	1.8	3.0	1.2	3.6	Cn1c(N)c(C(=O)COC(=O)c2cncc(Br)c2)c(=O)n(C)c1=O
-9.8	-9.8	2.6	-4.7	-4.0	-0.1	4.0	2.0	-5.2	-3.5	COC(=O)c1ccc(COC(=O)c2c(C)nn(Cc3ccccc3Cl)c2Cl)o1
-3.6	2.0	-1.8	-1.5	9.4	3.9	1.8	-2.4	-0.9	-19.2	CN1CCN(C(=S)NC(=O)/C=C/c2ccccc2Cl)CC1
3.7	-0.9	-0.1	2.1	-3.1	2.7	-7.9	-2.5	-2.1	-1.4	CCOC(=O)C1CCN(Cc2cnc(NC(=O)OC)s2)CC1
13.9	0.4	-0.8	-3.4	-3.1	2.3	-13.6	-4.6	9.3	10.7	CC(=O)c1ccc(N2CCN(C(=O)Nc3ccc(F)cc3F)CC2)cc1
-1.6	0.1	4.5	0.0	0.1	-4.3	13.5	-12.7	3.4	8.0	COc1ccc(-c2c[n+]3c(n2-c2c(C)n(C)n(-c4ccccc4)c2=O)CCCCC3)cc1
-0.2	-84.7	-5.4	-68.5	-50.8	6.4	-11.3	-1.8	-1.9	17.9	COc1ccc(-c2nn(C)c3sc(C(=O)NCc4ccco4)cc23)cc1OC
5.4	0.3	-2.9	1.8	-1.9	0.2	-11.2	-5.9	-8.7	-3.9	O=C(NC1CCCCC1)C1CC(=O)N(c2ccc(Cl)cc2)C1 (stereo not drawn)
-5.0	-3.0	0.4	-1.2	-4.5	13.1	2.1	6.0	-1.3	-0.9	CN(CCOc1ccc(Br)cc1)CC(O)c1ccccc1 (stereo not drawn)
3.7	-3.0	0.0	-0.1	0.5	3.2	-5.8	1.5	1.2	2.8	O=C(CNC(=O)c1cccc(Br)c1)NCCc1nc2ccccc2[nH]1
-10.2	0.3	-4.5	-1.2	-2.8	11.4	-4.6	10.1	-2.4	-11.1	Cc1ccc(C(=O)NC(=S)Nc2ccccc2C(F)(F)F)c(C)c1
-12.5	-3.9	1.1	-0.2	20.1*	3.0	-7.5	3.2	0.7	3.7	Cc1noc(C)c1COC(=O)c1csc2c1CCC(C)C2 (stereo not drawn)
-13.3	-4.6	-1.5	-0.3	-3.3	9.2	3.9	5.4	7.5	4.3	Cc1cc(C)cc(NC(=O)CS(=O)(=O)c2ccccc2)c1
3.1	-18.6	-17.6	-6.7	-31.0	0.9	-35.1	1.8	0.7	2.4	Cc1ccsc1/C=N/NC(=O)c1ccc2ccccc2c1
-3.9	0.9	-1.9	-0.8	0.8	17.1	-2.2	-2.2	-2.6	-10.2	CC(C)CC(NC(=O)COc1ccccc1)C(=O)O (stereo not drawn)
-11.6	1.5	1.1	1.0	1.9	1.9	-0.3	5.1	9.5	1.2	COc1cc(/C=N/NC(=S)NCc2ccco2)cc(OC)c1OC
-1.1	-1.5	-3.0	0.1	7.0	-1.4	0.1	-10.4	5.8	8.7	NC(=O)COC(=O)CCCc1c[nH]c2ccccc12
1.4	-2.2	-5.2	-2.4	-2.9	-2.1	-7.8	5.1	-5.0	4.2	C=CCn1c(CNC(=O)CCC)nc2ccccc21
29.4*	-2.4	4.9	0.5	6.9	0.4	10.2	-5.8	3.9	-2.0	CC1=NN(c2ccccc2)C(=O)C1N=Nc1cccc(O)c1 (stereo not drawn)
-11.0	-4.4	0.4	0.7	-4.3	10.2	4.9	0.1	0.1	1.2	Cc1nc(NC(=O)c2ccc(Br)o2)ccc1Br
1.4	-9.1	-6.5	4.0	-3.4	-8.2	-7.2	4.0	1.9	7.5	CCCCNC(=O)c1cc(C)nc2ccccc12
7.5	3.0	-5.0	3.4	-1.8	2.8	1.7	4.4	-4.7	9.8	O=C(Nc1ccccc1F)N(Cc1ccc(F)cc1)Cc1nc2ccccc2c(=O)[nH]1
-8.1	-3.1	-7.1	1.1	0.3	11.4	-2.6	0.4	-0.7	0.2	CCc1ccccc1Nc1nc(N)nc(COC(=O)c2c(C)noc2C)n1
-6.6	-6.4	-3.8	3.6	-3.6	-3.0	-7.3	6.2	9.2	20.7	O=C(Nc1ccccn1)c1ccc(S(=O)(=O)N2CCCC2)cc1
0.3	-5.6	-0.1	5.5	-0.4	-4.7	-0.9	-4.6	1.5	-9.7	COc1ccc(-n2c(SCC(=O)NCC3CCCO3)nc3c(c2=O)SCC3)cc1OC (stereo not drawn)
-14.5	-32.0	0.6	-20.2	-10.0	-11.4	0.7	3.0	-1.1	-11.0	CCOC(=O)c1c(C)[nH]c(C(=O)/C(C#N)=C/c2ccc(OC(F)F)c(OC)c2)c1C
7.7	-3.0	3.2	2.5	-6.7	-11.1	-8.7	-3.1	-3.9	3.3	COc1ccc(-c2coc3c(C(=O)NCc4cccs4)cccc23)c(C)c1
7.4	-24.5	-1.8	-7.5	3.0	-9.8	1.9	-10.4	1.1	14.5	COC(=O)c1c(C)[nH]c(/C=N/Nc2ccccc2)c1C
3.7	-0.8	-1.4	3.5	-1.2	2.5	-1.2	2.8	-5.7	63.2*	O=C(O)CCC(=O)Nc1cccc(C(=O)Nc2cccc(Cl)c2)c1
-12.2	-8.1	-4.3	-0.4	1.7	2.5	-6.7	-4.2	5.0	-16.5	CC(C)N(CCCNC(=O)c1ccc(CS(=O)(=O)c2c(Cl)cccc2Cl)o1)Cc1ccccc1
2.6	2.6	-0.4	0.7	-3.5	-8.4	-7.1	1.7	1.0	4.3	CCCCCCC(=O)c1c(C)[nH]c(C(=O)OCC)c1C
3.1	2.6	-2.1	0.0	2.4	4.5	1.4	5.5	-2.9	6.3	CC(C)N(C[C@@H]1CSCCS(=O)(=O)N1)C1CCCCC1
-8.5	-5.5	-6.2	-7.5	4.0	-1.1	-4.9	-5.3	2.9	-1.7	Oc1ccc(Cl)cc1/C=N/c1nccs1
-1.7	-5.3	-2.1	-3.6	-16.7	-12.3	8.7	1.6	2.3	-2.5	NC(CSC1(c2ccc(Cl)cc2)c2ccccc2-c2ccccc21)C(=O)O (stereo not drawn)
-21.0	1.7	-3.1	3.3	-3.1	4.8	-1.4	-5.8	-1.6	4.2	CC(C)C(=O)NCCc1nc(-c2ccccc2Cl)no1
-4.3	0.0	-4.1	-0.3	-3.8	-6.0	-3.4	7.2	0.5	1.0	CN1CCN(C(=O)C2CCN(S(=O)(=O)c3cnc[nH]3)CC2)CC1
3.1	-8.9	-4.2	-0.1	4.5	-1.3	-3.3	2.3	1.0	-1.6	O=C(CCc1c[nH]c2ccccc12)N1CCCCCCC1
-13.1	-0.8	-2.0	-10.8	3.5	4.2	13.5	12.4	2.5	-5.5	CN(c1ccccc1)c1nc(N)c([N+](=O)[O-])c(N2CCCCCC2)n1
6.3	-19.7	1.6	-15.8	9.6	7.6	-2.6	-2.3	4.2	-1.8	O=C(O)CCN1C(=O)c2ccc(NC(=O)CSCc3ccccc3)cc2C1=O
14.5&7.5	i	-67.2&-73.8	i	14.2&11.8	12.9&1.8	-216.5	1.2&2.4	-1.8&1.6	-8.6&6.5	Cc1ccn2c(NCc3ccccc3)c(-c3cccc(SC4CCCCC4)c3)nc2c1
-2.8	0.2	-4.7	-0.6	7.7	-4.3	-6.0	3.2	3.7	3.4	Cc1c(NS(=O)(=O)c2cccs2)c(=O)n(-c2ccccc2)n1C
20.3	-1.5	-2.6	-1.4	-1.5	0.5	-3.9	-4.5	-1.8	8.3	O=C(c1ccc2c(c1)OCO2)C1CCCN(Cc2ccc3cccc(F)c3n2)C1 (stereo not drawn)
-0.5	-2.4	-2.1	0.3	-1.5	19.1	7.5	-2.9	-0.8	-0.3	CCCCN(C)CCCNC(=O)c1cn(CC)c2ccc(S(=O)(=O)N3CCOCC3)cc2c1=O
-2.7	-2.3	1.4	2.2	-1.5	5.5	-5.7	0.3	4.4	0.2	CC(=O)Nc1ccc(NC(=O)CSc2nc(=O)n(Cc3ccncc3)c3c2CCC3)cc1
4.4	0.8	-2.2	0.9	-0.3	-8.0	-2.0	-3.3	7.7	-10.5	COc1cc(C(=O)NCCc2ccc(S(N)(=O)=O)cc2)cc(OC)c1OC
16.7	i	i	i	4.5	-0.3	i	3.9	-9.5	-0.2	CC[C@H]1C(c2ccc(F)cc2)=NN(c2ccccc2)[C@@H]1CO
-3.1	-4.5	-3.7	2.0	-1.2	11.1	-2.8	-3.3	3.3	12.4	Cc1ccc2cc(CN(CC3CCCO3)C(=S)Nc3ccccc3)c(=O)[nH]c2c1 (stereo not drawn)
-2.0	-13.4	-6.4	-9.5	6.8	-13.0	-8.1	1.6	-2.8	-11.2	COc1ccc(OCc2ccc(/C=N\NC(=O)c3sccc3C)o2)cc1
-1.9	2.8	-1.0	1.4	-13.7	1.3	5.7	-0.9	-7.2	1.0	CC(Oc1ccccc1)C(=O)N1CCC2(CC1)Oc1ccc(F)cc1C(=O)C21CC(c2ccccc2)=NO1 (stereo not drawn)
-2.1	-11.1	2.7	-11.8	5.8	4.3	-5.2	0.0	0.1	-0.4	CC(/C=N/NC(=O)Cc1cccn1C)=C\c1ccco1
6.5	-6.0	-1.0	-1.2	17.3*	-0.2	-3.4	-4.0	9.9	0.8	O=C(NC1CC1)c1cccc(S(=O)(=O)Nc2ccccc2F)c1

Profiles, quoted from the list. Values in the order: ASAP1 inh | PLC-beta3 inh | ADAM17 inh | PLCg1 inh | SIAE inh | TDP2 inh | ADAM10 inh | Tn7 DDE FP | DDE Tn6 FP inh | ARFGAP1 inh
Shown for CCc1ccccc1Nc1nc(N)nc(COC(=O)c2c(C)noc2C)n1 = -8.1 | -3.1 | -7.1 | 1.1 | 0.3 | 11.4 | -2.6 | 0.4 | -0.7 | 0.2
Shown for O=C(CCc1c[nH]c2ccccc12)N1CCCCCCC1 = 3.1 | -8.9 | -4.2 | -0.1 | 4.5 | -1.3 | -3.3 | 2.3 | 1.0 | -1.6
Shown for O=C(NC1CC1)c1cccc(S(=O)(=O)Nc2ccccc2F)c1 = 6.5 | -6.0 | -1.0 | -1.2 | 17.3* | -0.2 | -3.4 | -4.0 | 9.9 | 0.8
